Screening results from PubChem BioAssay.
L3MBTL1 block – L3MBTL1 (human) inhibition | AlphaScreen L3MBTL1–H3K9me1 peptide binding | AID 485360 | Potency, µM (titrated, usually from 57.1 µM), for inactives: at the top dose activity, negative = inhibition, most hits filed as inhibitors | Q9Y468 | hit rate 0.66% among 230,000; note: nearly all actives have a fitted effect of over 60% in size
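Read-out is AlphaScreen signal from streptavidin donor and nickel chelate acceptor beads (10 ug/mL final each) bridging L3MBTL1 (50 nM) and biotinylated K9-monomethylated H3(1-15) peptide (75 nM), after 30 min compound exposure at room temperature.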
GLA spleen mod – inhibitors or activators of human alpha-galactosidase in spleen homogenate; human spleen homogenate, 4MU-alpha-Gal fluorescence, 40 min; Potency, µM (titrated, usually from 80 µM), inactives show top-dose activity change, negative = inhibition, usual class: inhibitors; hit rate 0.008% among 240,000; AID 2107;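 note: 0% = enzyme with vehicle and -100% = no enzyme basal signal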
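Inhibition or activation of alpha-galactosidase in human spleen homogenate is scored by 4-MU fluorescence after 40 min at 37C, pH 5.0, with 1 mM substrate. AC50s come from concentration-response fitted to the Hill equation.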
Tau fibril FP – tau fibrillization inhibition (FP); P10636; K18 P301L tau heparin fibrillization, Alexa594 FP, 6 h; Potency, µM (highest dose often 57.7 µM), inactives show top-dose activity, negative = inhibition, hits mostly inhibitors; hit rate 0.39% among 280,000; AID 1468; note: nearly all actives have a fitted effect of over 55% in size
Target sequence (P10636 561-689 P618L limits assumed): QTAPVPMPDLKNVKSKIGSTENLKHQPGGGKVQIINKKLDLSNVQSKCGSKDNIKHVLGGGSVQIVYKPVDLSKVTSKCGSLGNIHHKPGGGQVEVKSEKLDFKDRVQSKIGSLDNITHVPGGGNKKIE
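Quantitative HTS format: compounds meet 15 uM recombinant K18 P301L tau and Alexa 594-tau tracer in 100 mM sodium acetate pH 7; 20 uM heparin triggers fibrillization at 37 C over 6 hr; FP gives the signal.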
Tau fibril ThT – blocks human tau fibril formation measured by thioflavin T | hit rate 2.1% among 270,000 | Potency, µM (doses to about 57.4 µM), inactives show at the highest dose activity, negative = inhibition, actives largely listed as inhibitors | P10636 | AID 1460 | recombinant tau K18 P301L, heparin-induced fibrillization, ThT fluorescence; note: nearly all actives have a fitted effect of over 55% in size
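Tau K18 P301L fragment (15 uM unlabeled plus 0.24 uM Alexa 594-labeled) in 100 mM sodium acetate pH 7 with compound, fibrillization induced by 20 uM heparin for 6 hr at 37 C. Thioflavin T (30 uM) added, fluorescence read after 1 hr (ex 450, em 510 nm).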
TRb-SRC2 inh – TRbeta-SRC2 interaction inhibition. TRbeta-SRC2 peptide binding, fluorescence polarization; receptor liganded with 1 µM T3. P10828. Potency, µM (titrated, usually from 106 µM), for the others: top-dose activity change, negative = inhibition, hits mostly inhibitors. AID 1469. hit rate 0.065% among 280,000;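 note: plate controls were bound peptide for no effect and peptide without receptor for full effect; nearly all actives have a fitted effect of over 50% in size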
Target sequence (P10828 whole entry, looked up): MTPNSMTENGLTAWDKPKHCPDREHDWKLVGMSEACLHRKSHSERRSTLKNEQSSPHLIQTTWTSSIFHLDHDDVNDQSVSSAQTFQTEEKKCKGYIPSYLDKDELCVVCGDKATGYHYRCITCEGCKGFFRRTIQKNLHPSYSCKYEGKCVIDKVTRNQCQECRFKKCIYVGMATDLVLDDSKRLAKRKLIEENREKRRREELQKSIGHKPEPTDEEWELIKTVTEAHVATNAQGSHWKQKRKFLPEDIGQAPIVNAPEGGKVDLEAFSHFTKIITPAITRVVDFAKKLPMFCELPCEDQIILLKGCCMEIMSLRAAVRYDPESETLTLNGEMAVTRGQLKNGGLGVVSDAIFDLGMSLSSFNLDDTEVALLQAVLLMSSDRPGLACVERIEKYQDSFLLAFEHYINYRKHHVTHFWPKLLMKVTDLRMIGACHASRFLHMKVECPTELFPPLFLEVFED
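Human TRb ligand-binding domain (0.6 uM) is mixed with 20 nM Texas Red SRC2 peptide and 1 uM T3; after compound addition and 5 hr at ambient temperature, polarization is measured and normalized to unbound and bound controls.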
Tau fluor counter – counter-screen for tau fibril formation inhibitors; tau K18 P301L (four-repeat tau fragment) Alexa594 fluorescence, heparin fibrillization; Potency, µM (series often up to 57.7 µM), for inactives: top-dose activity change, negative = decrease; hit rate 0.93% among 280,000; AID 1463; note: nearly all actives have a fitted effect of over 55% in size
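Human K18 P301L tau (15 uM unlabeled plus 0.24 uM Alexa 594-labeled, final) in 100 mM sodium acetate pH 7 was mixed with compound and 20 uM heparin and incubated 6 hr at 37 C.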
ALDH1A1 block – ALDH1A1 (human) enzyme inhibition; P00352; Purified ALDH1A1, NADH fluorescence, propionaldehyde substrate; Potency, µM (top dose mostly 75.3 µM), for the others: at the highest dose activity, negative = inhibition, most hits filed as inhibitors; hit rate 7.3% among 220,000; AID 1030; active = well fitted inhibition curve with a large enough effect, not every such curve was filed as active; inconclusive = small, poorly fitted or top-dose-only effect, or another doubt; inactive = no such curve, though single readings can be large or run the other way;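 note: plate controls were no enzyme wells and a reference inhibitor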
Target sequence (P00352 whole entry, looked up): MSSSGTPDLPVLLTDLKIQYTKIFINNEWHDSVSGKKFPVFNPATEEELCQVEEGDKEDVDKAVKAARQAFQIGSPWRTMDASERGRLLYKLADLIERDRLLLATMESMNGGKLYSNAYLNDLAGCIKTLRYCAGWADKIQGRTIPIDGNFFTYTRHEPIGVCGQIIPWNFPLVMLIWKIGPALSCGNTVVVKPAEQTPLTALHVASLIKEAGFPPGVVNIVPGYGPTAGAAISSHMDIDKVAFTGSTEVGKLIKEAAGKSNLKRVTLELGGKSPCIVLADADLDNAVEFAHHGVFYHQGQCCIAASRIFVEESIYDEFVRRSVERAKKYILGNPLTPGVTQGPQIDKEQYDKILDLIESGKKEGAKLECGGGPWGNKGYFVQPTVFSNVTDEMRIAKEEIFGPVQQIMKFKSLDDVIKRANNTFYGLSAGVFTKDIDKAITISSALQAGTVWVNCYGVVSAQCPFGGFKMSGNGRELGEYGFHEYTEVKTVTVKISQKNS
TexasRed fluor – alters Texas Red total fluorescence, flagging assay interference; TRb/SRC2 Texas Red total fluorescence interference; Potency, µM (top dose mostly 106 µM), for inactives: at the top dose fluorescence change, negative = quenching; hit rate 0.29% among 280,000; AID 1479; active = well fitted curve in either direction with a large enough effect; inconclusive = small, poorly fitted or top-dose-only effect
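Human TRb ligand-binding domain at 0.6 uM with 20 nM Texas Red SRC2 peptide in Tris buffer containing 1 uM T3 and 5% DMSO, incubated with compound 5 h at ambient temperature. Total fluorescence (555/632 nm) calculated as parallel + 2 × perpendicular.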
Starred values were filed as active, the others as inactive; ? = inconclusive; · = not tested or not shown; [ ] = another dose, or the depositor's remark. Unless noted, calls come from the whole dose curve; as a rule, active = well fitted curve in the direction sought with a large enough effect; inconclusive = small, poorly fitted or top-dose-only effect, or another doubt; inactive = no such curve, though single readings can be large; an effect the other way counts as inactive or inconclusive. Unless noted, % is set by controls: 0 for no effect and ±100 for the full control effect; potency is the fitted concentration of half-maximal effect. Rows were taken by chance; any-hit rate near 8.5%.

cpd | SMILES | L3MBTL1 block | GLA spleen mod | Tau fibril FP | Tau fibril ThT
1 | O=c1[nH]c2ccc(S(=O)(=O)N3CCC(Cc4ccccc4)CC3)cc2o1 | 1.7% | 3.7% | 3.8% | ?
2 | CCN(CC)S(=O)(=O)c1cc([N+](=O)[O-])ccc1NNC(=O)Nc1ccccc1 | 1.1% | 8.1% | -9.3% | -14.9%
3 | CCn1c2ccccc2c2nnc(SCC(=O)O)nc21 | · | · | -0.1% | -11.9%
4 | Cc1ccc(C(=O)ON=C2CCN(c3ccc([N+](=O)[O-])cc3)CC2)cc1 | -10.5% | -1.0% | 0.6% | ?
5 | CCCCc1ccc(-c2c(C#N)c(N)nc3c2CCCC3)s1 | 8.6% | 1.0% | -1.8% | -4.2%
6 | Cc1ccc(C(=O)N2CCc3cc(CNC(=O)CCc4ccccc4)ccc32)cc1 | · | · | 8.8% | -2.6%
7 | Cc1ccc2c(c1)C(=O)C(=O)N2CCCOc1ccccc1 | ? | -2.5% | 8.0% | ?
8 | O=C(COc1ccccc1)N(Cc1cccnc1)c1nc2ccc(F)cc2s1 | · | · | -15.3% | -4.9%
9 | CCOc1cc(CNC(C)(C)C)ccc1OCC(=O)Nc1cccc(C(F)(F)F)c1 | 2.2%[11.4 µM] | -27.0% | 0.6% | 0.0%
10 | Cc1cc(-c2ccc(C)c(S(=O)(=O)Nc3ccc(C)c(N(C)C)c3)c2)on1 | · | · | 1.3% | -6.3%
11 | CCn1c(O)c(N=NC2=NC(=O)CS2)c2ccccc21 | -8.4% | 0.1% | -3.8% | ?
12 | COc1ccc(C2NCCO2)cc1OC (centres undefined) | 7.8% | -7.1% | 5.8% | 2.7%

cpd | TRb-SRC2 inh | Tau fluor counter | ALDH1A1 block | TexasRed fluor
1 | -1.1% | -19.4% | 12.9% | -3.9%
2 | 0.0% | ? | ? | -5.7%
3 | 1.5% | -10.3% | · | -16.6%
4 | -6.9% | -22.3% | ? | 0.5%
5 | -8.7% | 0.5% | -15.5% | -2.2%
6 | -11.8% | 4.3% | · | ?
7 | -0.1% | -13.0% | 0.112µM* | 0.0%
8 | -6.0% | -24.6% | · | 0.4%
9 | -4.9% | -5.1% | -7.6% | -2.6%
10 | 0.1% | ? | · | -2.2%
11 | -15.0% | -12.7% | 11.2µM* | -8.1%
12 | 8.6% | 1.9% | ? | 0.4%

Complete entries, quoted from the list. Order of values: L3MBTL1 block	GLA spleen mod	Tau fibril FP	Tau fibril ThT	TRb-SRC2 inh	Tau fluor counter	ALDH1A1 block	TexasRed fluor
`Cc1ccc(C(=O)N2CCc3cc(CNC(=O)CCc4ccccc4)ccc32)cc1` reads ·	·	8.8%	-2.6%	-11.8%	4.3%	·	?
`Cc1ccc2c(c1)C(=O)C(=O)N2CCCOc1ccccc1` reads ?	-2.5%	8.0%	?	-0.1%	-13.0%	0.112µM*	0.0%
`CCn1c2ccccc2c2nnc(SCC(=O)O)nc21` reads ·	·	-0.1%	-11.9%	1.5%	-10.3%	·	-16.6%

(more compounds)
cpd | SMILES | L3MBTL1 block | GLA spleen mod | Tau fibril FP | Tau fibril ThT
13 | Cc1cc(NCc2ccccc2Cl)n2cnnc2n1 | · | · | 3.2% | 0.5%
14 | Cc1ccc(S(=O)(=O)Nc2ccc(S(=O)(=O)N3CCCC3)cc2)cc1 | 8.6% | -3.3% | 3.5% | 1.4%
15 | COC(=O)c1cc(OC)c(OC)cc1NC(=O)CC1CCCCC1 | 21.0% | -4.4% | -2.4% | ?
16 | NC(=O)CC(NC(=O)Cc1ccc(Br)cc1)c1ccc(N2CCC(Br)CC2)c([N+](=O)[O-])c1 (centres undefined) | · | 5.9% | -11.0% | -3.5%
17 | CCCCCOC(=O)NC1CCS(=O)(=O)C1 (centres undefined) | · | 2.4% | -0.5% | -4.8%
18 | CCOc1ccc2oc(=O)cc(CN3CCN(c4ccc(Cl)cc4)CC3)c2c1 | · | · | 0.5% | 3.7%
19 | Cc1ccc(NC(=O)COc2ccc(S(=O)(=O)N3CCOCC3)cc2)cc1 | 8.9% | -7.8% | -6.1% | -0.1%
20 | O=C(NCCCn1ccnc1)Nc1ccc(Cl)c(Cl)c1 | -3.7% | 2.3% | -18.9% | -7.6%
21 | C=CCn1c(SC2CCOC2=O)nc2scc(C3CC3)c2c1=O (centres undefined) | · | -1.0% | -0.3% | ?
22 | COC(=O)c1cccc(CN2C(=O)SC(Nc3ccccc3C)C2=O)c1 (centres undefined) | · | · | -10.3% | -10.8%
23 | Cc1ccc(N(C(=O)Cc2cccs2)C2C=CS(=O)(=O)C2)cc1Cl (centres undefined) | · | 3.2% | 0.0% | 8.6%
24 | CC1CC(C)CN(CCCNC(=O)C2CCCN(c3nnc(N4CCCC4=O)s3)C2)C1 (centres undefined) | 0.3% | -10.8% | -0.1% | -6.1%

cpd | TRb-SRC2 inh | Tau fluor counter | ALDH1A1 block | TexasRed fluor
13 | -1.0% | -2.6% | · | -5.3%
14 | -16.7% | -3.1% | 0.562µM* | -1.8%
15 | -4.1% | -13.1% | ? | -5.2%
16 | 4.8% | -12.6% | · | -1.1%
17 | 3.6% | -5.8% | -2.3% | 0.1%
18 | 2.2% | -15.8% | · | -0.9%
19 | -0.8% | -3.7% | 8.0% | -2.0%
20 | -4.6% | -20.8% | -5.0% | -1.9%
21 | 1.6% | -20.6% | ? | -3.1%
22 | 0.1% | ? | · | 4.8%
23 | -5.0% | -1.9% | -10.7% | 0.4%
24 | -0.6% | -3.1% | -7.5% | 1.9%

More structures
cpd | SMILES | L3MBTL1 block | GLA spleen mod | Tau fibril FP | Tau fibril ThT
25 | O=C(CCS(=O)(=O)c1ccccc1)Nc1ccccc1-c1nc2ccccc2s1 | 9.0% | -6.9% | -8.3% | -10.1%
26 | Cc1ccc(NC(=O)CN2C(=O)C3C4C=CC(C4)C3C2=O)cc1 (centres undefined) | · | -4.7% | -4.6% | -2.5%
27 | Cc1onc(-c2ccccc2)c1C(=O)N1CCOCC1 | 5.7% | 1.1% | 0.6% | -4.3%
28 | COc1cc(/C=N/n2nnnc2N)cc(OC)c1OC | 4.8% | 10.7% | 5.0% | 1.6%
29 | Cc1ccc(-c2cc(C(=O)Oc3ccccc3)c3cccc(C)c3n2)cc1 | · | · | -11.8% | -4.6%
30 | O=C(NC(=S)NC1CCSC1=O)c1ccccc1 (centres undefined) | 5.0% | 2.1% | 3.8% | -4.6%
31 | CCN1CCN(CCNC(=O)CS(=O)(=O)Cc2nc(-c3ccc(C)cc3)oc2C)CC1 | · | -10.2% | -5.7% | -16.8%
32 | CC(NC(=S)NCCCN1CCOCC1)C12CC3CC(CC(C3)C1)C2 (centres undefined) | · | 1.9% | 2.2% | -7.4%
33 | Cc1cccc(OC(=O)c2nc(SCc3ccccc3F)ncc2Cl)c1 | · | · | -14.8% | ?
34 | Cc1c(Cl)cccc1NC(=O)c1ccc(OCC(=O)NCc2ccccc2)cc1 | 5.4% | -2.0% | -0.7% | -13.3%
35 | CC1CCN(C(=O)CN2C(=O)c3ccccc3S2(=O)=O)CC1 | 3.9% | -10.9% | -9.4% | -5.1%
36 | O=C(Nc1nnc(SCc2c(Cl)cccc2Cl)s1)c1cccc([N+](=O)[O-])c1 | · | -5.5% | -5.4% | -3.7%

cpd | TRb-SRC2 inh | Tau fluor counter | ALDH1A1 block | TexasRed fluor
25 | 3.1% | -9.3% | -3.1% | 0.7%
26 | -6.1% | -4.6% | 8.1% | -0.2%
27 | -6.4% | 4.9% | 4.4% | -2.2%
28 | 1.5% | 0.5% | · | 0.9%
29 | -1.0% | -12.2% | · | -1.7%
30 | -2.7% | 2.3% | 1.6% | 1.1%
31 | -2.0% | -17.2% | 1.8% | -1.7%
32 | -4.1% | -6.2% | -12.9% | -0.4%
33 | -2.8% | -29.3% | · | -1.2%
34 | -14.8% | -16.8% | 0.4% | -2.3%
35 | -9.9% | -2.6% | -3.2% | 0.3%
36 | 3.2% | -27.3% | · | -0.3%

Going on with the list:
cpd | SMILES | L3MBTL1 block | GLA spleen mod | Tau fibril FP | Tau fibril ThT
37 | COc1cccc(NC(=O)CC2Nc3cc(C)c(C)cc3NC2=O)c1 (centres undefined) | · | · | 9.9% | ?
38 | CCCS(=O)(=O)N1CCC(C(=O)NCCc2ccccc2)CC1 | 4.1% | -0.8% | 7.7% | -8.2%
39 | COc1cc(/C=C2/C(=O)NN(c3ccc(Cl)cc3)C2=O)ccc1OC(=O)c1ccco1 | 1.0% | 5.5% | 4.8% | 14.1µM*
40 | O=C(NCC1CCCO1)c1ccc(Br)o1 (centres undefined) | 3.5%[11.4 µM] | 2.4% | 6.1% | 3.3%
41 | O=C(Nc1ccc2c(c1)OCO2)C1CCN(C(=O)CSc2ncnc3ccccc23)CC1 | ? | -0.5% | 0.1% | ?
42 | COc1ccc(Br)cc1S(=O)(=O)NCc1ccccc1 | 3.2% | 0.3% | -9.8% | 5.2%
43 | CCC(=O)N1CCc2cc(S(=O)(=O)CCC(=O)NCc3cccc(OC)c3)ccc21 | · | · | -2.5% | -5.3%
44 | CCOC(=O)c1cc(-c2ccc(C)cc2)n(CCC(=O)Nc2nc3c(C)cccc3s2)c1C | · | · | ? | -14.7%
45 | O=c1c(-c2ccc(Br)cc2)[n+]([O-])c2ccccc2n1OCc1ccccc1 | · | 0.2% | -0.7% | ·
46 | COc1cc(NC(=O)CSc2nc3[nH]ncc3c(=O)n2-c2ccccc2C)cc(OC)c1OC | -5.1% | -2.7% | 5.3% | -7.4%
47 | O=C(Nc1cc(N2CCCCC2)ncn1)c1ccc(F)cc1 | -2.3% | -6.9% | -0.8% | -12.0%
48 | CC(C)C(=O)Nc1c(O)c2ccccc2[nH]c1=O | 0.5% | -3.1% | 4.4% | -5.2%

cpd | TRb-SRC2 inh | Tau fluor counter | ALDH1A1 block | TexasRed fluor
37 | 6.7% | ? | · | -4.2%
38 | -4.3% | -1.4% | 7.5% | 0.5%
39 | -2.8% | ? | ? | -9.0%
40 | -2.7% | 4.8% | 1.9% | -5.4%
41 | 6.3% | -27.7% | ? | -4.4%
42 | -13.1% | -10.6% | 4.2% | 1.0%
43 | -8.9% | -20.7% | · | -3.7%
44 | -2.1% | -25.8% | · | -25.3%
45 | -9.7% | 0.5% | · | 0.0%
46 | 0.5% | ? | ? | -2.6%
47 | -1.4% | -14.8% | ? | -2.1%
48 | -1.6% | -5.0% | -14.2% | -1.2%
